IDH1 R132H inh: blocks human mutant IDH1 R132H enzyme. 390,000 compounds, 0.093% hits. IDH1-R132H enzyme, NADPH consumption, diaphorase/resazurin fluorescence. Potency, µM (series often up to 76.6 µM), for inactives: top-dose activity change, negative = inhibition, hits mostly inhibitors. O75874; also: % is scaled to controls: 0 for no effect and ±100 for the full control effect; nearly all actives have a fitted effect of over 65% in size
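IDH1-R132H (0.5 ug/mL) preincubated 30 min with compound, then NADPH (0.016 mM) and alpha-KG (2 mM) added; 80 min at RT, pH 7.5. Remaining NADPH coupled via diaphorase/resazurin to fluorescence (540/590 nm); concentration-response curves normalized to no-enzyme control.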
Vif-APOBEC3G blk: blocks the Vif interaction with human APOBEC3G. HeLa A3G-eYFP + Vif (tagged APOBEC3G with the HIV-1 protein that degrades it), YFP fluorescence, overnight. Q9HC16. AID 602310. 410,000 compounds, 0.076% hits. Potency, µM (highest dose often 46.1 µM), without a hit: at the highest dose activity, negative = active, most hits filed as inhibitors;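 also: % is scaled to controls: 0 for no effect and ±100 for the full control effect; nearly all actives have a fitted effect of over 60% in size; hits raise eYFP signal because A3G escapes Vif-driven loss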
Target sequence (Q9HC16 whole entry, looked up): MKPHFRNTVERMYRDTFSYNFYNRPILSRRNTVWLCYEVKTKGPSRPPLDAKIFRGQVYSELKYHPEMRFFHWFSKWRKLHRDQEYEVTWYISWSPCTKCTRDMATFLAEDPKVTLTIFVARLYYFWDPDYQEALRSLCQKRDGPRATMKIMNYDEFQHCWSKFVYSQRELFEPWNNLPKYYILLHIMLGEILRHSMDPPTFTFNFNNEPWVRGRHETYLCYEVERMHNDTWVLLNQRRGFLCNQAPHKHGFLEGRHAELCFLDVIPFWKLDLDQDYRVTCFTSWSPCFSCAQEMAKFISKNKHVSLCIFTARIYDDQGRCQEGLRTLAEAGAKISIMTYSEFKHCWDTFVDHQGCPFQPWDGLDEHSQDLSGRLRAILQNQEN
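HeLa cells stably expressing Vif and C-terminally eYFP-tagged A3G, seeded overnight at 37 deg C, then exposed to compound by pintool overnight at 37 deg C. Rise in yellow fluorescence (Ex 488/Em 500-530, Acumen) marks blocked Vif-driven A3G degradation.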
TrxR1 substrate: is turned over as a substrate by rat TrxR1; Potency, µM (series often up to 114 µM), for the others: top-dose activity change, negative = substrate turnover; 390,000 compounds, 0.01% hits; purified TrxR1 substrate turnover, NADPH consumption readout; O89049; also: % is scaled to controls: 0 for no effect and ±100 for the full control effect; nearly all actives have a fitted effect of over 50% in size
Target sequence (O89049 whole entry, looked up): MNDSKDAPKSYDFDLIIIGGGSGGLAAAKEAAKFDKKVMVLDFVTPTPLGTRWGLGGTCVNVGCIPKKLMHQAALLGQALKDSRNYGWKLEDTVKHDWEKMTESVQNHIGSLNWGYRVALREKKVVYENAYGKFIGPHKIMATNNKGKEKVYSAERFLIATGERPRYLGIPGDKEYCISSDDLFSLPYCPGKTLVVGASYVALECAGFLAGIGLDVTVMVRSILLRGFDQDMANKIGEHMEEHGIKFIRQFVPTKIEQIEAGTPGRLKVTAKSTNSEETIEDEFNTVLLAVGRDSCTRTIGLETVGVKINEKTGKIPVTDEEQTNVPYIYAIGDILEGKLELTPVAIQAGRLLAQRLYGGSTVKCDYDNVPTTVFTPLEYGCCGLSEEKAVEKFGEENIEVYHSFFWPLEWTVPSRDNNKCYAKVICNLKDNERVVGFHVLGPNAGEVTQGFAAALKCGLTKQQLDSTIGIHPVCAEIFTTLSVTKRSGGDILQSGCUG
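Rat TrxR1, dispensed at 90 nM, was prereduced with 400 uM NADPH (final) for 5 min at ~22 deg C, then incubated with compound 15 min before 400 uM selenite. A first-read NADPH fluorescence drop versus no-compound background flagged substrates.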
12-LOX inh: inhibitors of human 12S-lipoxygenase ALOX12; purified 12hLO, xylenol orange hydroperoxide absorbance; 580,000 compounds, 1.1% hits; Potency, µM (highest dose often 108 µM), inactives show at the highest dose activity change, negative = inhibition, usual class: inhibitors; AID 1671190; also: % is scaled to controls: 0 for no effect and ±100 for the full control effect
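Purified human 12hLO at 150 nM in 25 mM Hepes, 0.01% Triton X-100, pH 7.0, preincubated 15 min at room temperature with compound. Reaction started with 40 uM arachidonic acid, 30 min at room temperature. Hydroperoxide measured by Fe-xylenol orange, 573/405 nm absorbance ratio.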
RXFP1 ag: agonists of human relaxin receptor RXFP1; Q9HBX9; HEK293T-RXFP1 cAMP TR-FRET, 30 min; response scale: percent of porcine relaxin response, buffer zero; Potency, µM (top dose mostly 57.5 µM), without a hit: at the top dose activation, hits mostly activators; 370,000 compounds, 0.3% hits; AID 2676; also: % is scaled to controls: 0 for no effect and ±100 for the full control effect; nearly all actives have a fitted effect of over 60% in size; many of its hits are not listed in these tables
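HEK293 cells stably expressing RXFP1, treated 30 min at 37C with compounds plus PDE4 inhibitor Ro 20174; cAMP measured by HTRF TR-FRET. Normalized to buffer and 29 nM porcine relaxin; EC50 by Hill fit.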
rTrxR1 inhibitor: inhibitors of rat thioredoxin reductase 1 | recombinant rTrxR1, NADPH fluorescence consumption, selenite substrate | Potency, µM (doses to about 114 µM), for the others: top-dose activity change, negative = inhibition, hits mostly inhibitors | 390,000 compounds, 1% hits | AID 588453; also: % is scaled to controls: 0 for no effect and ±100 for the full control effect; nearly all actives have a fitted effect of over 65% in size
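Rat TrxR1 (90 nM in the dispensed reagent) was pre-reduced with 400 uM NADPH for 5 min at room temperature, then incubated with compound for 15 min. After 400 uM selenite was added, NADPH fluorescence (Ex 340/Em 450 nm) was followed for 8 min.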
USP1-UAF1 inh: blocks the human USP1/UAF1 deubiquitinase complex | O94782 | recombinant USP1/UAF1, Ub-Rhodamine cleavage fluorescence | Potency, µM (highest dose often 57.1 µM), inactives show at the highest dose activity change, negative = inhibition, most hits filed as inhibitors | 390,000 compounds, 0.23% hits; also: % is scaled to controls: 0 for no effect and ±100 for the full control effect; nearly all actives have a fitted effect of over 60% in size; inactives centre near -12
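USP1/UAF1 complex (1 nM) preincubated 15 min at room temperature with compound, then Ub-Rho substrate (150 nM final) added. Kinetic fluorescence at 480/540 nm over 6 reads at 60 s intervals; 50 mM HEPES pH 7.8, 0.5 mM EDTA, 0.1 mg/ml BSA, 1 mM TCEP, 0.01% Tween-20.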
Vif-APOBEC3F blk: inhibitors of Vif-A3F interaction; HeLa A3F-eYFP + Vif (tagged APOBEC3F with the HIV-1 protein that degrades it), YFP fluorescence increase; Potency, µM (doses to about 46.1 µM), inactives show at the highest dose activity, negative = active; 390,000 compounds, 0.2% hits; also: % of control where 0% means no effect; nearly all actives have a fitted effect of over 65% in size
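Fluorescence increase (Ex 488/Em 500-530) after overnight compound treatment at 37 deg C flags inhibition of Vif-driven A3F-eYFP loss in stable HeLa A3F-eYFP/Vif cells seeded overnight beforehand.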
RGS4 inhibitor: inhibitors of human regulator of G protein signaling 4; P49798; Transcreener GDP fluorescence polarization, RGS4-accelerated GTP hydrolysis; Potency, µM (series often up to 114 µM), without a hit: top-dose activity change, negative = inhibition, usual class: inhibitors; 390,000 compounds, 0.039% hits; AID 504845; also: % is scaled to controls: 0 for no effect and ±100 for the full control effect; nearly all actives have a fitted effect of over 75% in size; some results filed as inactive show a strong effect at the top dose
Target sequence (P49798 whole entry, looked up): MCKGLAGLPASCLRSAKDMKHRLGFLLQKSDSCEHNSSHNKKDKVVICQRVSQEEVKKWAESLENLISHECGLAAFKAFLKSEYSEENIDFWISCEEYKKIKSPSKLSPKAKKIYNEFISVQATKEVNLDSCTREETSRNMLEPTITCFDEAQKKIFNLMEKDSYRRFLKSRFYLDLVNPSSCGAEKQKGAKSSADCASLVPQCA
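MLSMR compounds (23 nl, pin-transferred) preincubated 10 min at room temperature with a 500nM (2x) first reagent, then RGS4 at 900nM (2x) plus Transcreener GDP mix added; fluorescence polarization (620/688 nm) read before and after 90 min at 30 °C.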
The depositor's hits bear a star; i = inactive; ? = inconclusive; . = no result given; [ ] = another dose, or the depositor's remark. Calls follow the shape of the dose curve; as a rule, active = well fitted curve in the direction sought with a large enough effect; inconclusive = small, poorly fitted or top-dose-only effect, or another doubt; inactive = no such curve, though single readings can be large; an effect the other way counts as inactive or inconclusive. Potency is read from the fitted curve at half-maximal effect. This is a subset; rates above refer to the full screens.

SMILES | IDH1 R132H inh | Vif-APOBEC3G blk | TrxR1 substrate | 12-LOX inh | RXFP1 ag | rTrxR1 inhibitor | USP1-UAF1 inh | Vif-APOBEC3F blk | RGS4 inhibitor
CCC(=O)c1ccc(OCC(=O)OCC(=O)NC2CCCCCC2)cc1 | -1% | 0% | -5% | -5% | -0.6% | 24%[57.1 µM] | -3% | ? | -1%
O=c1[nH]c(=O)c2nnc(N/N=C\c3ccc(O)cc3)nc2[nH]1 | -7% | 4% | -6%[57.1 µM] | -6% | 4.1% | 5%[57.1 µM] | -21% | 2% | -25%
CC(=O)c1cn(CC(=O)NCc2ccco2)c2ccccc12 | 6% | 5% | -10% | 7% | 2.1% | -21% | -20% | -4% | -3%
CCCCn1c(SCC(=O)Nc2ccc(NC(C)=O)cc2)nc2ccccc2c1=O | 0% | -7% | -14% | 4% | 7.1% | -12% | -3% | 12% | 27%
COC(=O)[C@@]1(C)[C@H]2C(=O)N(C)C(=O)[C@H]2[C@H]2CN=C(SCc3ccc(C#N)cc3)N21 | -1%[38.3 µM] | -1% | -2% | ? | . | 18% | -8% | -3% | 17%
CC(C)CC(=O)N/C(N)=N/c1nc2ccccc2o1 | 10% | 0% | -9% | 244%[activator] | 3.8% | 6% | -16% | 15% | -19%
COc1ccccc1N(C(=O)c1snc(C(N)=O)c1N)C(C(=O)NC1CCCC1)c1ccco1 (stereo not given) | -17% | -1% | 38%[activator] | 8% | 0.4% | 4% | -16% | -5% | -9%
CCCC(=O)Nc1ccc(S(=O)(=O)N2CCCC2)cc1 | -2% | 1% | 9% | 1%[57.4 µM] | -0.4% | 16% | -1% | -9% | 18%
CCCCN(CCCNC(=O)c1cc(Nc2ccc(OC)c(OC)c2)nc2ccccc12)Cc1ccccc1 | -8% | 1% | -4% | ? | 1.0% | 3% | -16% | 1% | -5%
COc1cc(/C=C/C(=O)Nc2ccc(OC)c(S(=O)(=O)N3CCOCC3)c2)ccc1OCC#N | -9% | -7% | -19% | 0% | . | -24% | -8% | -5% | 4%
O=C(CSc1nnnn1C1CCCCC1)NCc1ccccc1 | -2% | 0% | 9%[57.1 µM] | 5% | 0.4% | 4%[57.1 µM] | 1% | 1% | 31%
Cc1cc(=O)oc2c3c(cc(OCC(=O)NCC(=O)O)c12)OC(C)(C)CC3 | 3% | 3% | 658%[activator] | -15% | 10% | 11% | -20% | 0% | 1%
O=C(c1ccccc1)c1ccc(COC(=O)c2cnccn2)cc1 | 9% | -2% | 1%[57.1 µM] | 2% | 0.3% | 13%[57.1 µM] | -5% | 1% | 8%
COCCNC(=S)N(Cc1cccnc1)Cc1ccc(OC)c(OC)c1 | 3% | 1% | -7% | 0% | 7.9% | -9% | 5% | -2% | 25%
O=C(NCC1CCCO1)C1C2C=CC3(CN(Cc4cccs4)C(=O)C13)O2 (stereo not given) | 4% | 1% | 3%[57.1 µM] | -13% | 1.3% | -12%[57.1 µM] | -3% | 0% | -3%
Cc1ccc(S(=O)(=O)N(C)C)cc1NC(=S)NCCCn1ccnc1 | 7% | -2% | 1% | -2% | 4.3% | -5% | -25% | -6% | 2%[56.9 µM]
COc1ccc(S(=O)(=O)N2CCc3cc4c(cc3C2C)OCCCO4)cc1 (stereo not given) | 7% | -4% | -11%[57.1 µM] | ? | 0.9% | 22%[57.1 µM] | -20% | -5% | -18%[56.9 µM]
CC([NH2+][O-])C(C)(C)NO (stereo not given) | 5% | 2% | 0% | ? | 0.1% | -6% | -4% | 1% | -24%
C=C(C)C(=O)N1CC2(CC(c3cccc(NC(=O)/C(C)=C\C)c3)=NO2)C[C@H]1C(N)=O (stereo not given in full) | 5% | 0% | 9%[57.1 µM] | -6% | 2.1% | 6%[57.1 µM] | -3% | 7% | 5%
Cc1ccc(NC(=O)CN2C(=O)CSc3ccc(S(=O)(=O)N(C)C)cc32)c(C)c1 | 0% | -2% | -4%[57.1 µM] | -26% | -0.1% | 12%[57.1 µM] | -4% | 11% | -3%
N#CCCn1cc(C(CC(=O)c2ccc(Br)cc2)C(=O)O)c2ccccc21 (stereo not given) | 14% | -6% | 6% | . | 1.6% | -12% | -25% | -3% | -21%
CN1CCN(Cc2ccc(OCc3ccccc3)cc2)CC1 | 0% | 1% | 2% | ? | 0.0% | 16% | -10% | -3% | -18%
COc1cccc(C2C(C(=O)Nc3ccccc3OC)=C(C)Nc3nc4ccccc4n32)c1 (stereo not given) | -3% | -7% | 13% | -8% | -2.8% | 15% | ? | -14% | 5%
Cc1ccc(-c2nnn(CC(=O)N(Cc3ccco3)C(C(=O)NC(C)(C)C)c3cccs3)n2)o1 (stereo not given) | 0% | 0% | 1% | -9% | 0.7% | ? | -8% | -24% | -38%
CCOc1c2ccc(C(=O)N[C@H](C)C3CCCCC3)cc2nn1CCOC | -2% | -1% | 103%[activator] | -18% | 1.8% | -3% | 4% | -2% | 20%
COc1ccc2oc(C(=O)OC(C)C(=O)N3C(C)CCCC3C)c(C)c2c1 (stereo not given) | 1% | -4% | 54%[57.1 µM] | 2% | . | 16%[57.1 µM] | -25% | 0% | 1%
CC(C)(C)c1ccc(C(=O)NNC(=O)c2ccccc2Br)cc1 | 6% | -17% | -4% | 5% | 0.1% | 2% | -2% | -1% | -34%
Cn1ccnc1SCC(=O)Nc1nc2ccccc2s1 | -7% | -2% | 0% | 21% | 4.9% | 5% | -12% | 4% | -22%
CCN(CC(=O)NC(=O)NC1CCCCC1)Cc1nc2ccccc2c(=O)[nH]1 | 8% | 1% | -3% | i | 0.0% | -8% | 4% | 6% | 4%
Cc1ccccc1C(=O)NNC(=O)C12CC3CC(CC(C3)C1)C2 | 1% | 0% | 6%[57.1 µM] | 2% | 0.0% | 9%[57.1 µM] | -14% | 9% | 10%
Cc1ccccc1NC(=O)Nc1cc(-c2ccccc2)nn1C | 2% | 0% | -2%[57.1 µM] | ? | -2.0% | 4%[57.1 µM] | -4% | 12% | -16%
Cc1nc2ccccc2nc1CSc1nncs1 | 3% | -11% | -13% | -10% | 2.2% | -25% | 1% | 3% | -13%
OCC(O)C1OC(Oc2ccccc2)C(O)C(O)C1O (stereo not given) | 1% | 0% | 1% | -14% | . | 2% | 4% | 1% | 0%
c1ccc(-c2csc(Nc3cccnc3)n2)cc1 | 6% | -1% | 10%[57.1 µM] | 50%[activator] | -2.5% | 39%[activator][57.1 µM] | ? | -8% | 17%
CCSc1nnc(-c2cc(Br)ccc2N)c(=O)[nH]1 | -6% | 1% | -6%[57.1 µM] | -25% | 1.7% | -4%[57.1 µM] | -16% | 10% | 11%
COc1ccc(-c2oc3cccnc3c2C#CCO)cc1 | -8%[38.3 µM] | -4% | 354%[activator] | . | 8.3% | ? | ? | 2% | -11%
Cc1ccc(C)c(NC(=S)NNC(=O)c2csc3c2CCCC3)c1 | 5% | 1% | -1% | ? | 1.1% | -9% | -4% | -15% | -8%
CCOc1ccc(S(=O)(=O)Nc2cccnc2)cc1 | 2% | 4% | 3% | -23% | -0.3% | 12% | -10% | . | -11%
CCCCn1nnc(NC(=O)c2ccc(-c3ccccc3)cc2)n1 | 2% | -2% | 9%[57.1 µM] | 0% | 8.2% | 21%[57.1 µM] | 0% | -2% | -14%
O=C(Nc1nc(-c2ccccc2)cs1)c1cccc([N+](=O)[O-])c1 | -7% | 1% | -5% | -37% | 1.7% | 2% | -6% | -8% | 9%
Cc1cccc(C)c1NC(=O)COC(=O)c1cc[n+]([O-])cc1 | 6% | -1% | 6% | 1% | 3.2% | 19% | -13% | -1% | -32%
Cc1ccc(S(=O)(=O)C2CCOC2=O)cc1 (stereo not given) | 13% | -3% | 1%[57.1 µM] | 10% | -2.9% | 21%[57.1 µM] | 7% | -12% | 23%
CCCCn1nnc(NC(=O)c2ccco2)n1 | 6% | -3% | 5% | -3% | 0.4% | 5% | -19% | -3% | -45%
O=C(N/N=C/c1cccc([N+](=O)[O-])c1)c1ccc2nc[nH]c2c1 | 9% | 1% | -1% | -17% | -0.1% | -1% | -10% | . | -21%
Cn1c(CC(=O)Nc2ccccc2)c(Sc2ccccc2)c2ccccc21 | 5% | -6% | -3% | -10% | 0.2% | 9% | -15% | 2% | 9%

Compound profiles, from the list above. Screens in order: IDH1 R132H inh | Vif-APOBEC3G blk | TrxR1 substrate | 12-LOX inh | RXFP1 ag | rTrxR1 inhibitor | USP1-UAF1 inh | Vif-APOBEC3F blk | RGS4 inhibitor
`Cc1ccc(S(=O)(=O)C2CCOC2=O)cc1` (stereo not given) across the screens: 13% | -3% | 1%[57.1 µM] | 10% | -2.9% | 21%[57.1 µM] | 7% | -12% | 23%
`O=C(Nc1nc(-c2ccccc2)cs1)c1cccc([N+](=O)[O-])c1` across the screens: -7% | 1% | -5% | -37% | 1.7% | 2% | -6% | -8% | 9%

Screening results deposited in PubChem by National Center for Advancing Translational Sciences (NCATS).
